OX1R antagonist: OX1R (HCRTR1) antagonists, primary screen, fluorescence, CHO/OX1R cells, Fluo-8 calcium, orexin A. inhibition, % at 5 µM. AID 434989, 2010. Orexin/Hypocretin receptor type 1 (Homo sapiens), O43613. Fluo-8 calcium fluorescence. 330,000 tested, 0.43% active;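 active = inhibition above its plate's threshold, mean inhibition of all tested compounds on the plate plus 3 SD, cut at about 37% in these data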;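 also: 0% = orexin A challenge wells and 100% = SB-334867-A antagonist wells; not every result past the cut was called active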
Target sequence (O43613 whole entry, looked up): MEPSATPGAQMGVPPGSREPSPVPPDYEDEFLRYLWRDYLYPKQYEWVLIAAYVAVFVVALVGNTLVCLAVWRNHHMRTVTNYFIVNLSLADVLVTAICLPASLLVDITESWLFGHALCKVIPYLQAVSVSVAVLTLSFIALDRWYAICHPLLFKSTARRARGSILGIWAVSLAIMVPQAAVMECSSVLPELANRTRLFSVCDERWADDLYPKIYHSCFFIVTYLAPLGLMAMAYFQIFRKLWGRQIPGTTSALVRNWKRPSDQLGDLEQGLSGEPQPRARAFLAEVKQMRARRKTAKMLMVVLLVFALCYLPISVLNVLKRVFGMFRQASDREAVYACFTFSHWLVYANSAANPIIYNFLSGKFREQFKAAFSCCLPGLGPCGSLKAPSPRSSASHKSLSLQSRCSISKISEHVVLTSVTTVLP
CHT PAM: CHT positive allosteric modulators, primary screen, cell-based, membrane potential dye, choline EC20; CHT-expressing cells; stronger effect = higher value; LV-AA mutant CHT in HEK293 cells; B-score at 10 µM; AID 488977, 2010; 310,000 tested, 0.49% active;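 active = initial fluorescence not abnormally high and integrated response B-score, plate-corrected, over 3 SD above library mean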
Target sequence (Q9GZV3 whole entry, looked up): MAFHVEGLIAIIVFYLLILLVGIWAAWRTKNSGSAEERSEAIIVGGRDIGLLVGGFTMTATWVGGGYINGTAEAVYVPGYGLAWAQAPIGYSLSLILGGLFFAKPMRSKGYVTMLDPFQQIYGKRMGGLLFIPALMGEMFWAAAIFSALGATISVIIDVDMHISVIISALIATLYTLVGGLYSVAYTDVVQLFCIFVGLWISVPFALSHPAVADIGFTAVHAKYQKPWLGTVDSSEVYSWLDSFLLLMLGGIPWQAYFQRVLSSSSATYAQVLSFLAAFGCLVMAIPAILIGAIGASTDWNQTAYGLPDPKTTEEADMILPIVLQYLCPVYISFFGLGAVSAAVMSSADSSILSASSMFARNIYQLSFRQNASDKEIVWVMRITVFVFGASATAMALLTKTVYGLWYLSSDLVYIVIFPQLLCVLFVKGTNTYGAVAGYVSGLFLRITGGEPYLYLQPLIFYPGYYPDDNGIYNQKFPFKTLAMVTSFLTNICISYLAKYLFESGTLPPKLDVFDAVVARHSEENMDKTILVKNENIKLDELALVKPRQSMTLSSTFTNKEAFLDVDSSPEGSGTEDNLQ
The depositor's hits bear a star; i = inactive; . = not tested or not shown. The order is random; about 0.83% have a hit in one of these screens.

SMILES | OX1R antagonist | CHT PAM
CC(C)(C)c1cc(CCC(=O)NNC(=O)c2ccco2)cc(C(C)(C)C)c1O | -27 | i
CCOC(=O)C1=C(COC(=O)/C=C/c2ccccc2Cl)NC(=O)NC1C (stereo not drawn) | -4 | i
COc1cc(CNn2c(C)n[nH]c2=S)cc(Cl)c1OCc1ccccc1 | -19 | i
COc1cccc(NC(=O)CSc2cccc[n+]2[O-])c1 | -6 | .
Cc1ccc([N+](=O)[O-])cc1S(=O)(=O)N(C(=O)c1ccncc1)c1ccc2oc3c(c2c1)CCCC3 | -3 | i
CC1(C)Cc2cccc(OCC(=O)NCc3cccs3)c2O1 | -15 | i
CCOC(=O)/C=c1\s/c(=C\c2c(OC)ccc3ccccc23)c(=O)n1CC(=O)NCC1CCCO1 (stereo not drawn) | -10 | i
O=C(O)COc1ccc(Br)cc1CP(=O)(c1ccccc1)c1ccccc1 | -8 | i
O=C(NNc1cccc(Cl)n1)C1CC1 | -10 | i
COc1ccc(C)cc1-n1nnnc1SCn1nnc2ccccc2c1=O | 8 | i
COC(=O)c1ccc(Nc2c([N+](=O)[O-])ccc3nonc23)cc1 | -9 | i
Cc1ccc(N(CC(=O)NC(C)(C)C)C(=O)CS(=O)CC(=O)Nc2ccc(F)cc2)cc1 (stereo not drawn) | -21 | i
COc1ccc(-n2c(CN3CCN(c4ccccc4)CC3)nc3ccc([N+](=O)[O-])cc3c2=O)c(OC)c1 | -36 | i
Cc1ccc(N=Cc2ccc(N(C)C)cc2)cc1 | 5 | i
Cc1ccc(-c2nnn(CC(=O)N(c3cccc(F)c3)C(C(=O)NC3CCCC3)c3ccncc3)n2)o1 (stereo not drawn) | -12 | i

Looked up above:
Reading for COc1cccc(NC(=O)CSc2cccc[n+]2[O-])c1 under OX1R antagonist: -6
Reading for Cc1ccc(N=Cc2ccc(N(C)C)cc2)cc1 under OX1R antagonist: 5
Reading for COc1ccc(-n2c(CN3CCN(c4ccccc4)CC3)nc3ccc([N+](=O)[O-])cc3c2=O)c(OC)c1 under OX1R antagonist: -36
Reading for CC(C)(C)c1cc(CCC(=O)NNC(=O)c2ccco2)cc(C(C)(C)C)c1O under OX1R antagonist: -27
Reading for Cc1ccc([N+](=O)[O-])cc1S(=O)(=O)N(C(=O)c1ccncc1)c1ccc2oc3c(c2c1)CCCC3 under OX1R antagonist: -3
Reading for Cc1ccc(N(CC(=O)NC(C)(C)C)C(=O)CS(=O)CC(=O)Nc2ccc(F)cc2)cc1 (stereo not drawn) under OX1R antagonist: -21

More entries
SMILES | OX1R antagonist | CHT PAM
COc1ccc(C(NC(C)=O)c2c(O)ccc3ccccc23)cc1OC (stereo not drawn) | -11 | i
COC(=O)c1cccc(NC(=O)C2COc3ccccc3O2)c1 (stereo not drawn) | -9 | i
CC(C)C(C(=O)NC1=NCCS1)c1ccc(Cl)cc1 (stereo not drawn) | -2 | i
CCCC(C(=O)NC1CCCC1)N(CCCN1CCOCC1)C(=O)c1snc(C(N)=O)c1N (stereo not drawn) | -17 | i
O=C1CC(Nc2ccc(N3CCOCC3)cc2)C(=O)N1c1ccccc1 (stereo not drawn) | -13 | i
CC(NC(=O)CSc1cccc(C(F)(F)F)c1)c1ccccc1 (stereo not drawn) | -16 | i
CCC(C)C1/C=C\CC(NC(=O)OCC2c3ccccc3-c3ccccc32)CC(=O)N1Cc1ccccc1 (stereo not drawn) | -7 | .
CCOc1ccc(N(CC(=O)NCc2ccco2)S(C)(=O)=O)cc1 | -19 | i
CCn1ncc(Br)c1C(=O)Nc1ccc(Cl)cn1 | -24 | i
O=C(COC(=O)c1ccc([N+](=O)[O-])s1)c1ccc[nH]1 | 16 | .
CC(C)Oc1ccc(C(=O)NC(C)(C)CO)cc1 | -2 | i
Clc1ccc(Cn2c(-c3cccnc3Cl)nc3ccccc32)cc1 | -22 | i
O=C1CCC(=O)N1OCCOc1ccc(Cl)c2ccccc12 | -14 | i
COc1ccc(C2(C)NC(=O)N(CC(=O)Nc3ccc(-c4nc5ccc(C)cc5s4)cc3)C2=O)cc1 (stereo not drawn) | 25 | i
CC(=O)Nc1ccc(C(=O)N2CCCc3ccccc32)cc1 | -25 | i
O=C1C2C3C=CC(C3)C2C(=O)N1c1ccc2ccccc2n1 (stereo not drawn) | -12 | i
CC(=O)N1CCN(C(=O)CNc2cc(C(F)(F)F)ccc2OCC(F)(F)F)CC1 | -19 | i
Cc1cc(C)n(-c2nc(NCC(C)O)c3c4c(sc3n2)CCCC4)n1 (stereo not drawn) | -13 | i
Cc1ccc(C(=O)OCC(=O)N2CC(=O)Nc3ccccc32)s1 | 0 | i
CSc1nnc2n(-c3ccccc3)c(=O)c3c4c(sc3n12)CCC4 | -9 | i
COc1cccc(C(=O)COC(=O)CCCC(=O)NC2CCCCC2)c1 | -4 | i
OCCCNc1nc(-c2ccc(Cl)cc2)nc2ccccc12 | -40 | i
CN(C)S(=O)(=O)c1ccc(C(=O)NCC2(N3CCCCC3)CCCCC2)cc1 | -11 | i
CC(C)NC(=O)C(=O)NCCN1CCN(S(=O)(=O)c2ccc(Cl)cc2)CC1 | -23 | i
O=C(OCCCc1cc2ccccc2c(=O)o1)c1ccc(F)cc1 | -21 | .
CC1CCN(C(=O)C(=O)c2cn(CC(=O)N3CCCCCC3)c3ccccc23)CC1 | -28 | i
CCn1c2c(c3cc(OCC(C)C)ccc31)CCCC2=O | -29 | i
COc1ccc(OC)c(S(=O)(=O)N(C)CC(=O)N2CCN(c3ccccc3)CC2)c1 | -30 | i
O=C(NCc1cccnc1)C(=O)N/N=C/c1ccccc1[N+](=O)[O-] | -6 | i
O=C(Nc1ccccc1C(=O)N1CCCCCC1)c1ccc(Cl)cc1 | -31 | i
O=C1C=C(N2CCOCC2)c2ccccc2C1=O | -13 | i
COc1ccc(N2CCN(C(=O)c3ccc(C)c(NC(=O)c4ccco4)c3)CC2)cc1 | -24 | i
O=C(Cn1ccc2ccccc2c1=O)NCCC(=O)N1CCN(c2cccc(C(F)(F)F)c2)CC1 | -14 | i
CCOc1cc(N2CCOCC2)c(OCC)cc1NC(=O)CSc1ncccn1 | -24 | i
CCc1ccc(-c2cc(C)no2)cc1S(=O)(=O)NCCc1ccc(S(N)(=O)=O)cc1 | 0 | i
Nc1c(C(=O)c2ccc(Br)cc2)oc2ccccc12 | -4 | i
O=C(Cn1cc(C(F)(F)F)ccc1=O)OCC(=O)c1ccc[nH]1 | -5 | .
CCN(CC)CCCNC(=O)CCn1nc(-c2ccccc2)ccc1=O | -9 | i
C=CCNC(=O)NC(=S)c1ccccc1 | -12 | i
CCS(=O)(=O)N1CCC(C(=O)Oc2ccccc2OC)CC1 | -8 | i
Cc1ccc(C(=O)N[C@H](C(=O)NC2CCCCCCC2)C(C)C)cc1 | 29 | .
COC(=O)c1cc(C(=O)OCC(=O)NCc2ccc3c(c2)OCO3)cc([N+](=O)[O-])c1 | -24 | i
Cc1cc(C)c2cc(C(=O)N3CCc4ccccc4C3)[nH]c2c1 | -47 | i
CCc1cc(=O)oc2c(C)c(OC(C)C(=O)NCC3CCC(C(=O)O)CC3)ccc12 (stereo not drawn) | -3 | i
O=C(NNC(=S)NCc1ccccc1)c1ccc(OC(F)F)cc1 | -7 | i
Cc1cccc(-n2ccnc2SCC(=O)Nc2nccs2)c1C | -22 | i
CCOc1ccc(-c2cc(CCCC(=O)NCCc3ccccc3)no2)cc1 | -15 | i
COC(=O)c1ccc(N(C(=O)CNC(=O)c2ccco2)C(C(=O)NC2CCCC2)c2ccco2)cc1 (stereo not drawn) | -16 | i
COc1ccc(-n2cnc3cc(NCc4ccccn4)ccc32)cc1 | -29 | i
COc1ccc(OCC(=O)NNC(=O)C(=O)Nc2ccccc2)cc1 | 4 | .
CN(C)C(=O)NC1CCCCCCCCCCC1 | -15 | i
COc1cc(/C=N/Nc2nn3cnnc3c3ccccc23)ccc1O | 17 | i
C=CC[n+]1c(-c2ccc(OC)cc2)csc1NNC(=O)Nc1ccccc1 | -18 | i
Cn1c(C(=O)NCCN2CCOCC2)cc2sccc21 | -17 | i
Cc1ccnc(SCC(=O)Nc2cc(C)on2)n1 | -11 | i
OC(CNCc1ccccn1)c1ccccc1 (stereo not drawn) | -13 | i
CCOC(=O)c1sc(NC(=O)CN2CCCC2)c(C(=O)OCC)c1C | -28 | i
COc1cc2c(cc1OC)CN(CC(=O)Nc1cccc(C)c1)CC2 | -20 | i
CS(=O)(=O)c1ccc(NS(=O)(=O)c2ccc(Cl)c(C(=O)NCc3ccco3)c2)cc1 | -6 | .
S=C(Nc1ccc(Br)cc1)N1CCCC1 | -1 | i

Compound profiles, as listed above. Order of values: OX1R antagonist | CHT PAM
CS(=O)(=O)c1ccc(NS(=O)(=O)c2ccc(Cl)c(C(=O)NCc3ccco3)c2)cc1 across the screens: -6 | .
Cc1cccc(-n2ccnc2SCC(=O)Nc2nccs2)c1C across the screens: -22 | i
CN(C)C(=O)NC1CCCCCCCCCCC1 across the screens: -15 | i
Cc1ccnc(SCC(=O)Nc2cc(C)on2)n1 across the screens: -11 | i
CCOc1ccc(-c2cc(CCCC(=O)NCCc3ccccc3)no2)cc1 across the screens: -15 | i

Continuation.
SMILES | OX1R antagonist | CHT PAM
Cc1ccc(C(=O)N(C)Cc2ccccc2)cc1S(=O)(=O)N1CCOCC1 | -14 | i
Fc1ccc(C2c3[nH]c4ccccc4c3CCN2Cc2ccoc2)cc1 (stereo not drawn) | -40 | i
O=C(CN1C(=O)C2C3c4ccccc4C(c4ccccc43)C2C1=O)N1CCOCC1 (stereo not drawn) | -7 | i
CCn1c(COc2cccc(C)c2C)nnc1SCC(=O)Nc1cc(C)on1 | -17 | i
COc1cc(NC(=O)CC2NCCNC2=O)cc(OC)c1 (stereo not drawn) | -10 | i
COc1ccc(C)cc1NC(=O)CCS(=O)(=O)c1ccc2c(c1)oc(=O)n2C | -17 | i
Cc1ccc(C(=O)NCC(=O)N2CCc3ccccc3C2)cc1C | -40 | i
O=C(C1CC1)N1CCc2cc(Br)cc(S(=O)(=O)NCCN3CCOCC3)c21 | -16 | i
COc1ccc(N2C(=O)C3CCCN3C2c2cc(OC)c(OC)cc2OC)cc1 (stereo not drawn) | 7 | i
COc1ccc2[nH]c(C(=O)N/N=C/c3cc(OC)c(OC)c(OC)c3)cc2c1 | -22 | i
O=C(c1ccc(Cl)cc1)N1CCc2ccccc21 | -30 | i
O=C(/C=C\c1ccccc1)NCC(=O)N/N=C/c1ccc(O)cc1O | -8 | i
CC(=O)N1CCCN(Cc2nc(C3(c4ccc(C)cc4)CCCC3)no2)CC1 | -18 | i
COCCNC(=O)CN(Cc1ccc(F)cc1)C(=O)CCC(=O)Nc1nccs1 | -13 | i
Cc1noc(C)c1CCC(=O)NC1CCCN(Cc2ccc(CC(C)C)cc2)C1 (stereo not drawn) | -25 | i
Cc1ccc(-n2c(CC#N)n[nH]c2=S)c(C)c1 | -8 | i
Cn1cc(S(=O)(=O)N2CCN(c3cccc(Cl)c3)CC2)c(=O)n(C)c1=O | -20 | i
COc1ccccc1C(=O)NCCC(=O)NC1CCCC(C)C1C (stereo not drawn) | -8 | i
CC1(C)O[C@@H]2CC3C4C[C@H](F)C5=CC(=O)C=CC5(C)C4C(O)CC3(C)[C@]2(C(=O)CO)O1 (stereo partly drawn) | 3 | i
COc1ccc2[nH]c(=O)c(CN(C(=O)c3cccnc3)c3ccc(C)cc3C)cc2c1 | -22 | i
CCOc1ccc2nc(N(CCN(C)C)C(=O)c3ccc4ccccc4c3)sc2c1 | -9 | i
Cn1c(=O)c2c(nc(Br)n2CCCc2ccccc2)n(C)c1=O | -35 | i
C/C(=C\c1ccccc1)C(=O)Nc1cc(C)on1 | -12 | i
CCn1nc(C)c(NS(=O)(=O)c2ccc(C)cc2)c1C | -1 | i
COC1=C(OC)c2ccccc2C(C(=O)O)N/C1=C(/C)Nc1ccncc1 (stereo not drawn) | -29 | i
CCOc1ccc(NC(=O)CNC(=O)c2ccco2)cc1 | -3 | i
C/C(CC(=O)NCc1ccco1)=N\NC(=O)Cc1ccccc1 | -17 | i
CC12CCC(C(=O)NNC(=O)c3ccc(F)cc3)(OC1=O)C2(C)C (stereo not drawn) | -10 | i
Cc1ccc2nc(-c3cccc(S(=O)(=O)N4CCCC4)c3)cn2c1 | -38 | i
FC(F)(F)c1cccc(NC(=S)Nc2ccc(Cl)cc2Cl)c1 | -8 | i
COc1cccc(OC)c1C(=O)NC(=S)NCc1ccccc1 | -19 | i
Oc1ccc(N2Cc3ccccc3C2)cc1 | -19 | i
CC(C)CN(CC(C)C)c1nnc(N)s1 | -17 | i
CC(C)(C)c1cc(C(=S)N2CCCC2)cc(C(C)(C)C)c1O | . | i
C#CCOC(=O)C[N+](C)(C)C/C=C/c1ccccc1 | -9 | i
Cc1cc(Nc2ccccc2)c2c([N+](=O)[O-])cc(C)c(C)c2n1 | -33 | i
O=C(CSc1nnc(C2CC2)n1-c1ccccc1)Nc1ccc(N2CCOCC2)cc1 | -12 | i
O=C(c1ccc(C(=O)N2CCCCCC2)cc1)N1CCCCCC1 | 1 | i
CN(C)CCCN(Cc1cc2cc3c(cc2[nH]c1=O)OCO3)C(=S)Nc1cccc(Cl)c1 | -30 | i

Of the compounds above, these have a COOH group:
SMILES | OX1R antagonist | CHT PAM
O=C(O)COc1ccc(Br)cc1CP(=O)(c1ccccc1)c1ccccc1 | -8 | i
CCc1cc(=O)oc2c(C)c(OC(C)C(=O)NCC3CCC(C(=O)O)CC3)ccc12 (stereo not drawn) | -3 | i
COC1=C(OC)c2ccccc2C(C(=O)O)N/C1=C(/C)Nc1ccncc1 (stereo not drawn) | -29 | i

From PubChem BioAssay
